# ALOX12 inh – ALOX12 (human) lipoxygenase inhibition; P18054; purified 12hLO, xylenol orange hydroperoxide absorbance; Potency, µM (highest dose often 108 µM), for the others: at the highest dose activity change, negative = inhibition, actives largely listed as inhibitors; 580,000 tested, 1.1% active; AID 1671190; active means well fitted inhibition curve with a large enough effect; inconclusive means small, poorly fitted or top-dose-only effect, or another doubt; inactive means no such curve, though single readings can be large or run the other way
# Target sequence (P18054 whole entry, looked up): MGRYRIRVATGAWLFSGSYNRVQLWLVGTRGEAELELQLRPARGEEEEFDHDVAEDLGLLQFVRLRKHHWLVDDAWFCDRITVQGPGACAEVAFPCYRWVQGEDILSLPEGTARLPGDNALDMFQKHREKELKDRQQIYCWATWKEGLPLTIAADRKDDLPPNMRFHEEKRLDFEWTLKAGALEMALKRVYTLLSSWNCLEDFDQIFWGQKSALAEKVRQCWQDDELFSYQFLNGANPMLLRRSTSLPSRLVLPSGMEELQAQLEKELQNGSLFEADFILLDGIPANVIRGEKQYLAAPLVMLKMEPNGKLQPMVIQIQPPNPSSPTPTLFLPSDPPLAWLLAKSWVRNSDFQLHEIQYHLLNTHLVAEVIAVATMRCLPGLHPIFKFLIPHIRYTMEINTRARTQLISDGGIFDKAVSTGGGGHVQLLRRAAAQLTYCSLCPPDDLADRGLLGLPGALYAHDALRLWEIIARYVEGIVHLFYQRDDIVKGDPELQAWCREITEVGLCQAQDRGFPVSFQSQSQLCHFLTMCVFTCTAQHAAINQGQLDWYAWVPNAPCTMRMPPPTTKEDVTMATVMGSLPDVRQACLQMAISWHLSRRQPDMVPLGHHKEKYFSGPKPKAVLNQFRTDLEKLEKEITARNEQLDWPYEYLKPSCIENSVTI
#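 Hydroperoxide product was detected by ferrous iron/xylenol orange as the 573 to 405 nm absorbance ratio. Arachidonic acid at 40 uM (final) was turned over for 30 min at room temperature by 150 nM human 12hLO, pH 7.0 Hepes buffer, after 15 min compound preincubation.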
# Active calls of the source: *; u = inconclusive; & = joins results of further samples; [ ] = another dose, or the depositor's remark. On the % scale 0 is the no-effect control and ±100 the full control effect; potency means the concentration at half of the fitted maximal effect. The list is partial; the hit share may differ from the screen's.
Structure,ALOX12 inh
COC[C@@H]1CN(Cc2cccc(C#N)c2)C[C@H]1C(=O)N(C)C,26%
COc1cc(-c2onc(C)c2C(=O)NCCc2ccc(F)cc2)cc(OC)c1OC,6%
COCc1ccc(CNC(=O)C=C(C)C)cc1,2%
CCCNC(=O)Cc1ccc(N(Cc2ccc(F)cc2)C(=O)c2ccco2)cc1,14%
O=C(O)c1ccnc(-c2ccnc(NCCc3noc(C4CCC4)n3)n2)c1,39%[activator]
N#Cc1ccc(N2CCC(C(=O)NC(c3ccc(F)cc3)C3CCCC3)CC2)nc1 (centres undefined),-22%
Cc1ccccc1Cn1nc(C)c(NC(=O)NC2CCCC2)c1C,-21%
COc1cc(Cl)cc2cc(C(=O)N3CC[C@H](CO)[C@H](O)C3)oc12,0%
Cc1cccc(CN2CCCC(c3nc(-c4cccnc4)no3)CCNC(=O)CC2)c1 (centres undefined),1%
Cc1ccc(S(=O)(=O)C(CC(=O)c2ccccc2)c2ccc(Cl)cc2)cc1 (centres undefined),u
N#Cc1ccc(CN2CCC3(CC2)CC(c2cccnc2)=NO3)cc1,97%[activator][176 µM]
Fc1ccc(-c2nnc(CCl)o2)cc1,u
COC(=O)c1cc(N)ccc1N1CCOCC1,17%
COc1ccccc1OC1CCN(C(=O)C2CCCN(C(C)=O)C2)CC1 (centres undefined),21%
Cc1nc(NC(=O)C(C)(C)C)ccc1I,9%

# Brought forward from above: 3 entries; new compounds follow.
Structure,ALOX12 inh
COC(=O)c1cc(N)ccc1N1CCOCC1,17%
COc1ccccc1OC1CCN(C(=O)C2CCCN(C(C)=O)C2)CC1 (centres undefined),21%
Cc1nc(NC(=O)C(C)(C)C)ccc1I,9%
COc1ccc(-c2onc(C)c2C(=O)NC2CCCc3ccccc32)cc1 (centres undefined),14%
CCn1cc(CN2CCCC23CCN(c2ccc(C(F)(F)F)cn2)CC3)cc1C#N,53%[activator]
CCOC(=O)C1=CN(Cc2ccc(F)cc2)C=C(C(=O)OCC)C1c1ccc(O)cc1,-4%
Cc1ccccc1C(=O)N1CCN(c2nc3ncccc3o2)CC1,9%[176 µM]
COc1ccc(Oc2coc3cc(OC(=O)c4ccco4)ccc3c2=O)cc1,u
COc1ccc(-c2nc3n(n2)CCN(C(=O)c2ccc(Cl)cc2)C3)cc1,13%[6.33 µM]
Cc1ccc(Cn2nc(C)c(C(=O)OCC(=O)c3cc(C)n(C)c3C)c2Cl)cc1,-4%
COC1CN(C2CCN(C(=O)CCc3c[nH]c4ccccc34)CC2)C12CCOCC2 (centres undefined),16%
COc1ccc(NC(=O)COc2ccc3c(C)c(C)c(=O)oc3c2)cc1OC,3%
CC[C@@]1(O)CCN(C(=O)c2cccnc2N(C)C2CCCCC2)C[C@H]1O,28%
COc1ccccc1CNC(=O)c1ccc(N2CC3CC(C2)[C@H]2CCCC(=O)N2C3)nc1 (some centres undefined),25%
O=C(c1noc2c1CCCC2)N1CCOc2ccc(CN3CCN(c4ccccn4)CC3)cc2C1,-18%&0%
CC(=O)C12CC3CC(C1)CC(C(C)=O)(C3)C2,-64%
CCC[C@@H]1CN(C(=O)CCn2cc(Cl)cn2)C[C@H]1C(=O)O,79%[activator]
COc1ccc(-c2nc(C#N)c(NC3CCCCC3)o2)cc1,-18%

# 3 successive records out of the list so far:
Structure,ALOX12 inh
COc1ccc(Oc2coc3cc(OC(=O)c4ccco4)ccc3c2=O)cc1,u
COc1ccc(-c2nc3n(n2)CCN(C(=O)c2ccc(Cl)cc2)C3)cc1,13%[6.33 µM]
Cc1ccc(Cn2nc(C)c(C(=O)OCC(=O)c3cc(C)n(C)c3C)c2Cl)cc1,-4%

# Three of the compounds above, field by field.
> Cc1ccc(Cn2nc(C)c(C(=O)OCC(=O)c3cc(C)n(C)c3C)c2Cl)cc1
  ALOX12 inh: -4%

> COC1CN(C2CCN(C(=O)CCc3c[nH]c4ccccc34)CC2)C12CCOCC2 (centres undefined)
  ALOX12 inh: 16%

> COc1ccc(NC(=O)COc2ccc3c(C)c(C)c(=O)oc3c2)cc1OC
  ALOX12 inh: 3%

# (listing goes on)
Structure,ALOX12 inh
COc1ccc(-c2nc(CSCC(=O)N3CCc4ccccc43)co2)cc1,2%
Cc1ccc(/C(=N\NC(=O)C(C)C)c2ccccc2)cc1,-15%
Cc1ccc(S(=O)(=O)N2CCN(C(=O)CSc3nc(C)cc(=O)[nH]3)C2)cc1,-3%
O=C(NC1CCN(C(=O)N2CC3CC(C2)[C@H]2CCCC(=O)N2C3)CC1)C1CCC1 (some centres undefined),-2%
COc1ccc(/C=C2\Oc3cc(OC(=O)C(C)(C)C)ccc3C2=O)c(OC)c1OC,u
CCN(CC)[C@H]1C[C@@H](Cc2cc(CCO)on2)C1(C)C,30%[activator][176 µM]
O=C(NC1CCCC1)C1c2ccccc2CC(=O)N1Cc1ccccc1 (centres undefined),8%
O=C(CCc1cn2ccccc2n1)N[C@H]1[C@@H]2CCO[C@@H]2[C@@H]1C1CCCC1,19%
CN1C(=O)CS(=O)(=O)C12CCN(C(=O)c1ccc3c(c1)OCO3)CC2,38%[activator]
CNS(=O)(=O)c1ccc(C(=O)NCC(=O)O)cc1,u
NC(=O)[C@@H](CCC(F)(F)F)N(Cc1ccc(-c2ncon2)cc1F)S(=O)(=O)c1ccc(Cl)cc1,-15%[57.4 µM]
CCCNC(=O)c1ccc(NC(=O)c2ccncc2)cc1,4%
CCCCn1c(=O)[nH]c(=O)c2c1nc(CCc1ccccc1)c(=O)n2CCCC,u
Cc1cccc(C)c1NC(=O)CSc1nnc2[nH]c(=O)c(Cc3ccccc3)nn12,u
CCOc1ccc(C(=O)/C=C/c2cccc(O)c2)cc1,-26%
CCOC(=O)C(N)Cc1ccccc1 (centres undefined),16%
COc1ccc(C(=O)NC2CCCCNC2=O)cc1OC (centres undefined),-7%
CCCCNC(=S)NN=C1CCCCCC1,u
CCC(CC)C(=O)Nc1sc2c(c1C#N)CCC(C(C)(C)CC)C2 (centres undefined),-19%
O=C(COc1ccccc1C(=O)Nc1ccccc1)NC1CCCCC1,u
Cc1cnc(C(=O)N2CCC(Cc3ccc(C(N)=O)cc3)CC2)cn1,15%
NNc1ccc(S(=O)(=O)Nc2ccc(Cl)cc2)cc1[N+](=O)[O-],u
O=C(Nc1ccc([C@@H](O)[C@H]2COCC(=O)N2CC2CCCCC2)cc1)C1CCC1,48%[activator][176 µM]
COC(=O)N1CC2(Cc3ccccc3N([S+](C)(=O)[O-])C2)C1,35%[activator][176 µM]
CCNC(=O)NC(=O)C(C)N(C)CCCCc1ccccc1 (centres undefined),2%
N#Cc1cccnc1N1CCN(Cc2cn(-c3ccccc3)nn2)CC1,43%[activator]
CCCCN(C)CCCN1C(=O)c2ccccc2C1C(=O)NC1CCCCC1 (centres undefined),77%[activator]
O=C(CC1CCCCC1)Nc1ccc(-c2nnc3n2CCCC3)cc1,46%[activator]
CCCCCCC/C=N/NC(N)=S,u
COc1cccc(CCNC(=O)c2c(C)noc2-c2cc(OC)c(OC)c(OC)c2)c1,19%
CC(C)(C)C(=O)OCC1CCC[N+]2(C)CCCCC12 (centres undefined),28µM*
COCCO[C@H]1C(=O)N(C2CCN(C(=O)c3ccnn3C)CC2)[C@H]1c1ccncc1,18%
COc1ccc2cc(C(=O)N3CCN(c4ccc(F)cc4)CC3)c(C)nc2c1,-5%
Cc1ccc(SCCNC(=O)c2nccnc2N)cc1,-21%
O=C(NCc1ccc(C(F)(F)F)cc1)c1cc(Br)cn2ccnc12,-6%
COc1cc2nc(N(C)C)c(CNC3CCOC(C)(C)C3)cc2c(OC)c1OC (centres undefined),23%
CC(C)(C)C(=O)N1CCC(n2c(=O)[nH]c3ccccc32)CC1,2%[176 µM]
O=C(Nc1ccc2nnc(-c3ccc(C(=O)N4CCSCC4)cc3)n2c1)C1CCC1,3%
CN1CCN([C@H]2CCN(C(=O)c3ccsc3)C[C@H]2CCCO)CC1,27%
CC(C)C(=O)NC(Nc1cccc2ccccc12)C(Cl)(Cl)Cl (centres undefined),11µM*
CCn1cc(S(=O)(=O)Nc2cccc(F)c2)cn1,-2%
Nc1n[nH]c(CNC(=O)c2cn(CCC3CCCCN3)nn2)n1 (centres undefined),18%
Cc1c(Cl)cccc1NC(=O)c1nn(Cc2ccccc2)c(=O)c2ccccc12,9%
CN(Cc1nc2ccccc2o1)Cc1ccc(Cl)cc1Cl,31%[activator]
Cc1nc(N2CCC(C(=O)NCC3CCCO3)CC2)cc(C(F)(F)F)n1 (centres undefined),11%
COc1ccccc1-c1onc(C)c1C(=O)NCc1ccccc1C,32%[activator]
CCCNC(=O)N1CCC(N2CC3CC(C2)[C@H]2CCCC(=O)N2C3)CC1 (some centres undefined),38%
Cc1ccc([C@@H]2CN(C(=O)CCc3c(C)nn(C)c3C)C[C@H]2N(C)C)cc1,41%[activator]
CC/C=C(/C)C(=O)NCC(c1cccs1)N(C)C (centres undefined),u
COc1cc(C)c(C(C)C)cc1S(=O)(=O)n1ccnc1C(C)C,-13%
COCCOCc1nc(C2CCN(S(=O)(=O)c3cc(F)ccc3F)CC2)no1,53%[activator]
Cc1nn(-c2ccccc2[N+](=O)[O-])c(C)c1[C@@H]1C=C[C@@H](NC(=O)CC(C)(C)CC(=O)O)C1,12%
CC(NC(=O)/C(=C/c1ccc(Cl)cc1)NC(=O)c1ccco1)C(=O)O (centres undefined),-7%
Cc1onc(-c2ccccc2F)c1C(=O)NCc1cccs1,12%
CNc1oc(-c2ccccc2C)nc1S(=O)(=O)c1ccc(F)cc1,10%
COc1ccc(-c2ccc3nc(-c4c(F)c(F)cc(F)c4F)oc3c2)c(OC)c1OC,8%
CC(=O)N1CCCC1c1nc(C2CN(S(=O)(=O)c3c(C)noc3C)C2)no1 (centres undefined),-4%
CO[C@H]1[C@H](NC(=O)c2ccc(=O)n(C)n2)c2ccccc2C12CCNCC2,33%
c1cc(-c2noc(CSc3nnnn3C3CC3)n2)cs1,-10%
COc1ccccc1C(=O)N1CCC2(Cc3ccccc3NC2=O)C1 (centres undefined),1%

# Next section.
compound | ALOX12 inh
COCCCNC(=O)N1CCCC(c2nc(C(C)C)no2)CCNC(=O)CC1 (centres undefined) | 18%
CC(C1CC1)N(Cc1ccc(C(N)=O)cc1)C1CC1 (centres undefined) | 5%
COc1ccc(NC(=O)C(=O)NCc2ccccc2)c(OC)c1 | -21%
Cc1ccc(-c2nc3n(n2)C(CC(=O)Nc2ccc(C(C)C)cc2)C(=O)N3)cc1 (centres undefined) | u
CCNC(=O)c1cccc(NC(=O)c2nn(CC)c(=O)c3ccccc23)c1 | 45%[activator]
CN(C)CCSc1nc(N2CCCCC2)c2c(c1C#N)CCCC2 | u
CN(C)c1cccc(-c2nc(C3CC(=O)N(c4ccc(F)cc4)C3)no2)c1 (centres undefined) | 27%
O=S(=O)(c1ccc(Sc2nnnn2C2CC2)nc1)N1CCOCC1 | 3%
COc1ncccc1-c1cnc2[nH]cc(CC(=O)NCc3ccco3)c2c1 | 0%[176 µM]
COc1ccccc1OC1(C(=O)O)CCN(c2cc(C)nc(C)c2)CC1 | 29%
CNC(=O)NC(=O)C(C)Sc1cc(C)c2cccc(C)c2n1 (centres undefined) | -7%
COc1ccc(Cl)cc1C(=O)NC1CCN(c2cc(C(F)(F)F)nc(C)n2)CC1 | -3%
COc1ccc(CNc2ccnc(-c3ccccc3C(F)(F)F)n2)c(OC)c1 | u
CCCC(=O)Nc1ccc(-c2csc(NC3CC3)n2)cc1 | u
Cc1ccc(CN2C(=O)[C@@H]3C[C@@H](O)CN3C3(CN(Cc4cccc(OC(F)(F)F)c4)C3)C2=O)o1 | 1%
CCOC(=O)c1cccc(NC(=O)c2cnc(-c3ccc(C)cc3)nc2-c2ccncc2)c1 | -20%
O=C(Cc1ccc(Cl)cc1)Nc1cccc(-c2nnc3n2CCCC3)c1 | 53%[activator]
C/C(N)=C(/C#N)C(NC(=O)c1ccco1)(C(F)(F)F)C(F)(F)F | 3%
COc1ccccc1-c1[nH]nc2ncc(-c3ccnn3C)nc12 | 0%[176 µM]
CC(C)c1nc2cc(C(=O)N3CCCC(c4ccccc4)C3)ccc2o1 (centres undefined) | 29%
CN(C1CCOCC1)C1CCN(C(=O)c2ccnn2C)CC1 | -3%
FC(F)(F)c1ccccc1CN1CCCc2nc(-c3ccc(Br)cc3)ccc21 | u
CC(C)(C)c1ccc(C(=O)NC(Nc2ccc(Br)cc2)C(Cl)(Cl)Cl)cc1 (centres undefined) | 28%
Cc1cc(C)cc(C(=O)N2CCN(CCc3ccccc3)CC2)c1 | 14%
CCCCN1c2ccccc2S(=O)c2ccccc21 | 9%
Cc1ncsc1CCC(=O)N1CC(=O)N(C2CCCCC2)CC(OCc2ccccc2)C1 (centres undefined) | 40%[activator]
C/C(=N/O)c1oc2ccccc2c1C | u
CCn1nccc1C(=O)N1C[C@@H](Oc2ccccc2)C[C@H]1C(=O)NC1CC1 | 46%[activator]
C#CCNC(=O)C[C@@H]1O[C@H](CNC(=O)c2cccc(F)c2)[C@@H](O)[C@H]1O | -35%[176 µM]
CNC(=O)[C@@H]1CN(S(=O)(=O)c2c(C)noc2C)C[C@H]1c1n[nH]c(C)n1 | 42%[activator]
NC(=O)C1CCCN(CC(=O)Nc2nc3ccccc3[nH]2)C1 (centres undefined) | 128%[activator]
CN(C)c1ccc(C=Nc2ccc(F)cc2)cc1 | 69%[activator]
O=C(Cn1nnnc1-c1ccc(Br)cc1)N1CCOCC1 | -1%

# Given field by field: part of the list above
NC(=O)C1CCCN(CC(=O)Nc2nc3ccccc3[nH]2)C1 (centres undefined)
  ALOX12 inh: 128%[activator]
CN(C)c1ccc(C=Nc2ccc(F)cc2)cc1
  ALOX12 inh: 69%[activator]
